Source: PubChem (Dana-Farber Cancer Institute and Novartis Institutes for BioMedical Research (Cambridge, Mass))
USP10 inh: inhibitors of human USP10 deubiquitinase. purified USP10, Ub-rhodamine fluorescence, 60 min. AID 1645856. inhibition, % at 20 µM. 1.1% of 47,000 active. Q14694
UCHL1 inh: human UCHL1 deubiquitinase inhibition; P09936; purified UCHL1, Ub-rhodamine cleavage fluorescence; inhibition, % at 20 µM; 0.2% of 47,000 active; AID 1645859
USP7 block: inhibitors of human USP7 deubiquitinase; purified USP7, Ub-rhodamine cleavage fluorescence; inhibition, % at 20 µM; Q93009; 0.3% of 47,000 active
OTUD3 inh: inhibitors of human OTUD3 deubiquitinase; AID 1645858; purified OTUD3, Ub-rhodamine fluorescence, 2 h; Q5T2D3; 0.7% of 47,000 active; inhibition, % at 25 µM
Target sequence (Q5T2D3 whole entry, looked up): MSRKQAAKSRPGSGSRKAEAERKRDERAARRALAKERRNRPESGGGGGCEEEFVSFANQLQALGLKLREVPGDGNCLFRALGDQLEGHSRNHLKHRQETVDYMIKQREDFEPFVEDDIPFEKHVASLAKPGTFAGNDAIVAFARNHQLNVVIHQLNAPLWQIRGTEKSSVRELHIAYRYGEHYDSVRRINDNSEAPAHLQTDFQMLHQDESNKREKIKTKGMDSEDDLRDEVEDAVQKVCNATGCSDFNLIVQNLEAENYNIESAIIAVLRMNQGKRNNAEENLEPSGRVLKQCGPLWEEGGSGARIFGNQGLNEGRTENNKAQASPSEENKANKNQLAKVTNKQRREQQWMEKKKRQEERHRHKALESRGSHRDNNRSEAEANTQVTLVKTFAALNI
USP8 block: blocks human USP8 ubiquitin-rhodamine cleavage | purified USP8, Ub-rhodamine cleavage fluorescence, 30 min | 4.2% of 47,000 active | inhibition, % at 20 µM | AID 1645853
USP28 inh: blocks human USP28 ubiquitin-rhodamine cleavage; purified USP28, Ub-rhodamine cleavage fluorescence, 30 min; inhibition, % at 25 µM; 3% of 47,000 active; AID 1645857
USP17 inh: human USP17-like deubiquitinase inhibition | purified USP17, Ub-rhodamine cleavage fluorescence, 3 h | inhibition, % at 50 µM | 6.5% of 47,000 active | AID 1645855
Target sequence (A8MUK1 whole entry, looked up): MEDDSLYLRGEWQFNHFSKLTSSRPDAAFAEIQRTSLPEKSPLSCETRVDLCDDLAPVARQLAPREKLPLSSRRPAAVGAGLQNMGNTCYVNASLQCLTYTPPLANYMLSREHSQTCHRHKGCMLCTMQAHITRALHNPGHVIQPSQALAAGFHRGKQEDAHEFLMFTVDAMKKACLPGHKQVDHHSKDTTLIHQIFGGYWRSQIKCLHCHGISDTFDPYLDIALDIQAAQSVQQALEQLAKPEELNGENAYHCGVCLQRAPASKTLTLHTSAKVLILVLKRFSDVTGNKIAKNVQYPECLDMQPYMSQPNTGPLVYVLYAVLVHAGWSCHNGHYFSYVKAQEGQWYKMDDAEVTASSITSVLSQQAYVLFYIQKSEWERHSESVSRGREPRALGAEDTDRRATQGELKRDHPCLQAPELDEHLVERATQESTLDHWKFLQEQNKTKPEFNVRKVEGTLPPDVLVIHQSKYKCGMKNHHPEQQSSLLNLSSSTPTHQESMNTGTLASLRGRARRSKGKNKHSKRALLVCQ
USP30 block: human USP30 deubiquitinase inhibition. Q70CQ3. purified USP30, Ub-rhodamine cleavage fluorescence. inhibition, % at 25 µM. 5.3% of 47,000 active
The depositor's hits bear a star; . = no result given. Rule as the data show it: active = inhibition above about 30%; inactive = the rest.

SMILES	USP10 inh	UCHL1 inh	USP7 block	OTUD3 inh	USP8 block	USP28 inh	USP17 inh	USP30 block
CCOc1ccc(CC(=O)NCc2ccc3[nH]c(C)cc3c2)cc1	-3.0	1.5	0.7	-13.7	21.3	-2.8	18.6	-50.2
CCOC(=O)c1sc2nc(C)nc(NCc3ccccn3)c2c1C	-0.6	-5.2	-2.4	1.7	4.8	5.2	10.7	30.5*
Cn1nccc1C(=O)N1CCc2[nH]nc(-c3ccc(F)cc3)c2C1	4.0	-3.0	-6.2	1.2	-5.3	-0.3	-9.5	4.8
COc1ccc(S(=O)(=O)N(C)C)cc1NC(=O)CN1CCc2sccc2C1C1CC1 (stereo not drawn)	4.0	-0.9	0.6	-0.7	-34.4	-0.1	-11.3	5.1
Cc1cc(C(=O)NCc2ccc(C)o2)c2cccc(C)c2n1	-3.6	-3.1	-6.8	-13.4	-32.2	-19.6	-40.8	-45.9
Cc1ccc(S(=O)(=O)N2CCC3(C2)C(=O)Nc2ccccc23)cc1 (stereo not drawn)	-5.1	1.1	2.0	-7.6	-9.6	4.0	3.5	-25.3
O=C1COc2ccc(Br)cc2CN1Cc1ccccc1	1.3	3.0	-5.1	11.2	3.8	23.9	13.2	26.9
Cn1c(CNC(=O)C2CCC2)nc2c1CN(C(=O)NCc1ccccc1)CC2	2.1	-1.6	-1.0	0.1	5.7	-10.9	-3.9	-9.1
Cc1ccc(C)c2sc(N3CCN(C(=O)CCc4ccccc4)CC3)nc12	6.9	6.2	9.7	2.1	7.6	6.8	5.5	22.2
O=C(Cc1cccc(C(F)(F)F)c1)Nc1cccn2cnnc12	-6.1	-2.1	-4.4	-7.6	-43.2	1.9	-5.3	-38.9
Cc1cc(F)ccc1S(=O)(=O)N1CCOC(c2ccccc2)C1 (stereo not drawn)	3.6	5.0	6.5	15.9	20.6	16.2	17.0	25.0
O=C(Nc1ccc(Br)cc1)C1C2C=CC3(O2)C1C(=O)N(C1CCCCC1)C3C(=O)NC1CCCCC1 (stereo not drawn)	1.1	2.6	-57.8	4.6	8.5	6.0	10.1	15.5
Cc1ccc(-n2ncc3c2ncn2nc(-c4cccnc4)nc32)cc1C	-0.4	-3.3	1.0	0.2	-0.2	-0.2	-2.2	10.3
Cc1ccc(NC(=O)Cn2c(=O)n(CCCCC(=O)NCc3ccco3)c(=O)c3ccccc32)cc1C	19.3	-1.0	1.0	-7.6	12.8	-12.6	4.7	0.2
COc1cc(NC(=O)CCCC2=NS(=O)(=O)c3ccccc3N2)cc(OC)c1	1.3	2.6	1.6	6.8	0.6	14.2	8.8	13.4
COc1ccccc1CNc1ncc(C(=O)NCCC2=CCCCC2)c(C)n1	-4.0	-12.7	-9.9	-34.0	-17.9	-28.8	-49.0	-176.1
COC(=O)CN1C(=O)CSc2ccc(S(=O)(=O)NC3CCCc4ccccc43)cc21 (stereo not drawn)	0.3	3.5	-0.5	-7.6	7.6	-3.8	-3.0	-28.7
Cc1cc(N2CCN(c3ncccn3)CC2)nc2ccc(NC(=O)c3cccnc3)cc12	-6.3	4.5	-1.7	3.8	0.5	20.8	34.7*	16.4
CN(C)C(=O)c1ccc(-c2nnc3ccc(NC(=O)C4CCC4)cn23)cc1	-6.3	-9.7	-6.3	-10.8	-3.7	-6.4	-13.3	-36.2
CN(C)CCNC(=O)c1nc2c(s1)CCCN2C(=O)C1CC1	0.9	-2.9	-4.2	-5.3	-33.4	-12.8	-10.1	-19.9
CC(C)CNC(=O)NC1CCN(c2nc(-c3cccnc3)nc3ccccc23)CC1	-15.3	-0.5	0.6	-9.0	5.1	-10.2	-7.3	-23.4
COc1ccc(CNC(=O)CSc2cc(NCc3ccc(Cl)cc3)ncn2)cc1	-4.1	-5.9	-12.6	-18.3	-12.7	-6.0	-17.0	-37.2
COC(=O)c1ccc2c(=O)n(-c3ccccc3)c(N3CCN(C)CC3)nc2c1	1.7	2.7	-0.3	10.1	-101.4	10.0	4.5	13.7
O=C(NC1CCCC1)c1cccn1Cc1noc(-c2ccccc2)n1	2.8	6.1	-9.9	8.9	32.3*	11.2	16.1	25.4
Cc1nc(Nc2nnc(C)s2)cc(C2CCCN2c2cnccn2)n1 (stereo not drawn)	-2.2	-1.1	0.0	1.3	9.0	-1.9	0.0	-0.1
CCc1nnc(CN2CCCC2Cn2cccn2)o1 (stereo not drawn)	-3.1	-2.4	0.3	-5.9	4.0	-9.2	-16.7	-60.5
COc1ccc(S(=O)(=O)NCCn2c(C)cc3ccccc32)cc1	-12.0	-22.5	-30.2	-48.1	-104.7	-29.4	1.2	-177.7
Cc1ccc2c(c1)[C@]1(C(=O)N2)N2CCC[C@H]2[C@@H](C(=O)c2ccccc2)[C@]12C(=O)Nc1ccccc12	1.2	1.7	2.1	10.0	17.4	10.1	0.2	-16.4
COc1ccc2c(C)c(CC(=O)N3CCC[C@H]3C(=O)O)c(=O)oc2c1C	2.0	2.1	-154.3	32.3*	18.1	12.5	18.9	19.9
O=C(Cn1c(=O)c2cccnc2n(-c2ccccc2)c1=O)Nc1cccc(F)c1	0.7	0.4	-0.5	7.4	10.1	1.6	-4.0	-19.9
Cc1ccc(CN[C@H]2CS(=O)(=O)C[C@@H]2S(=O)(=O)c2ccc(C)cc2)cc1	1.3	0.1	-3.5	-5.2	-20.4	-3.8	7.3	-6.0
Cc1cnc(N2CCC3(CCCN(C(=O)c4cnccn4)C3)C2)nc1 (stereo not drawn)	1.4	5.2	11.5	20.3	2.8	9.7	.	28.0
COc1ccc(-n2c(=O)c3ccccc3n(CC(=O)NCCc3ccc(OC)c(OC)c3)c2=O)c(OC)c1	-2.4	2.9	3.4	19.4	15.6	13.8	12.3	28.6
Cc1cccnc1-n1c(C)c(C)c2c1ncn1nc(-c3ccccc3O)nc21	-11.8	-30.7	-43.7	-81.9	-12.7	-97.9	-153.0	-431.5
CCCCOc1ccc(C(=O)Nc2nonc2C)cc1	1.4	0.3	-4.1	-3.5	1.5	9.3	-0.7	0.0
Cc1ccccc1NC(=O)C1(N(Cc2ccco2)C(=O)Cc2cc3ccccc3[nH]2)CCCCC1	1.2	3.5	1.2	3.8	11.1	13.5	2.2	-0.8

9 compounds already listed, ordered by SMILES length, highest first:
SMILES	USP10 inh	UCHL1 inh	USP7 block	OTUD3 inh	USP8 block	USP28 inh	USP17 inh	USP30 block
Cc1ccc2c(c1)[C@]1(C(=O)N2)N2CCC[C@H]2[C@@H](C(=O)c2ccccc2)[C@]12C(=O)Nc1ccccc12	1.2	1.7	2.1	10.0	17.4	10.1	0.2	-16.4
Cc1ccccc1NC(=O)C1(N(Cc2ccco2)C(=O)Cc2cc3ccccc3[nH]2)CCCCC1	1.2	3.5	1.2	3.8	11.1	13.5	2.2	-0.8
Cc1ccc(CN[C@H]2CS(=O)(=O)C[C@@H]2S(=O)(=O)c2ccc(C)cc2)cc1	1.3	0.1	-3.5	-5.2	-20.4	-3.8	7.3	-6.0
COc1ccc2c(C)c(CC(=O)N3CCC[C@H]3C(=O)O)c(=O)oc2c1C	2.0	2.1	-154.3	32.3*	18.1	12.5	18.9	19.9
Cc1cccnc1-n1c(C)c(C)c2c1ncn1nc(-c3ccccc3O)nc21	-11.8	-30.7	-43.7	-81.9	-12.7	-97.9	-153.0	-431.5
COc1ccc(S(=O)(=O)NCCn2c(C)cc3ccccc32)cc1	-12.0	-22.5	-30.2	-48.1	-104.7	-29.4	1.2	-177.7
Cc1nc(Nc2nnc(C)s2)cc(C2CCCN2c2cnccn2)n1 (stereo not drawn)	-2.2	-1.1	0.0	1.3	9.0	-1.9	0.0	-0.1
CCCCOc1ccc(C(=O)Nc2nonc2C)cc1	1.4	0.3	-4.1	-3.5	1.5	9.3	-0.7	0.0
CCc1nnc(CN2CCCC2Cn2cccn2)o1 (stereo not drawn)	-3.1	-2.4	0.3	-5.9	4.0	-9.2	-16.7	-60.5

(cont.)
SMILES	USP10 inh	UCHL1 inh	USP7 block	OTUD3 inh	USP8 block	USP28 inh	USP17 inh	USP30 block
CCOC(=O)N1CCN(C(=O)c2cccc(N3C(=O)C(C)(C)CS3(=O)=O)c2)CC1	0.5	0.3	3.8	11.3	19.7	7.8	11.8	29.2
CCn1cc(-c2nc(-c3ccccn3)no2)c(=O)c2cc(F)c(N3CCOCC3)cc21	0.9	0.1	0.9	7.9	22.6	11.3	5.9	3.5
O=C(CCC(=O)N1CCC(C(=O)N2CCOCC2)CC1)Nc1ccc(Oc2ccccc2)cc1	-2.8	0.3	-0.8	4.0	3.2	17.7	.	23.8
Cc1noc(C2CN(C(=O)COc3ccc(Cl)cc3Cl)C2)n1	2.7	-1.7	-7.7	-4.9	-33.3	-0.2	-11.8	-0.8
COc1ccccc1NS(=O)(=O)c1ccc2c(c1)OCC(=O)N2	-2.0	-0.2	3.7	3.4	11.4	10.4	4.2	16.2
CC1=C(C(=O)OCc2ccc(C)cc2)C(c2cccc(Cl)c2)CC(=O)N1 (stereo not drawn)	7.1	6.6	-27.6	14.8	-2.5	20.1	25.0	2.7
Cc1cc(C)n2c3c(c(C#N)c2n1)CCCC3	-7.0	-2.1	0.1	-77.6	-17.1	-60.6	-70.2	-78.7
Cc1ccc(CNC(=O)Cn2cnc3ccccc3c2=O)cc1	-1.8	0.8	4.3	1.1	11.1	-0.5	4.6	1.9
CCC(=O)N1CCCC1c1cc(Nc2ncccn2)nc(C)n1 (stereo not drawn)	0.8	-0.6	7.3	9.6	17.0	10.5	15.9	24.0
O=C(CCSc1nnnn1-c1ccccc1)Nc1cc(C(F)(F)F)ccc1Cl	16.1	11.2	35.5*	-6.6	28.3	0.6	40.4*	7.6
O=C(OC1CCCCC1=O)c1c2c(nc3ccccc13)CCCCC2 (stereo not drawn)	-0.4	1.5	-31.1	-5.1	-6.8	-0.2	3.3	-0.6
NC(=O)c1cc2ccccc2nc1C1CCN(C(=O)COc2cccc(F)c2)CC1	-3.7	-0.3	0.6	-2.3	-5.6	-7.7	-6.3	1.1
O=C(Cn1ncc2c(N3CCCCCC3)ncnc21)NC1CCCCC1	-0.4	-2.9	0.0	2.5	0.3	-17.0	0.1	-1.1
Cn1nccc1-c1cccc(-c2noc(-c3ccoc3)n2)c1	-6.4	-3.0	-19.7	-6.0	-3.6	-5.8	-3.5	-99.1
CS(=O)(=O)N1CCN(c2ccc(-c3ccc(F)cc3)nn2)CC1	1.7	-0.2	3.7	10.5	0.0	8.4	25.2	22.4
Cc1cccc2c(=O)c3c([nH]c12)CCN(CC(=O)NCc1ccccc1)C3	-3.2	-34.2	-39.9	-38.3	-17.0	-27.7	-167.2	-153.7
CCn1cc(NC(=O)CN2CCCC(Cc3nc4ccc(F)cc4[nH]3)C2)c(C)n1 (stereo not drawn)	1.4	-1.0	-2.0	2.1	0.9	3.1	4.2	10.7
Cc1nnc(-c2nnc(N3CCN(C)CC3)c3ccccc23)o1	-0.1	-1.9	0.0	-1.9	-43.3	-1.9	-14.0	-0.8
COc1cc(/C=C2\CCn3c2nc2cc(Cl)ccc2c3=O)cc(OC)c1OC	-8.7	-8.9	-35.0	-88.8	-136.7	-106.3	-117.6	-326.9
Cc1nccc(C(=O)N2CCCC(c3ncc(Cc4ccc(Cl)cc4)o3)C2)n1 (stereo not drawn)	-1.1	-0.2	-2.3	16.6	0.7	6.6	2.7	14.6
COc1ccc(C(=O)Nc2cc(-c3ccccn3)no2)c(OC)c1	-3.0	1.4	2.3	9.7	14.6	4.9	32.8*	9.7
O=C(CSc1n[nH]c(-c2cccs2)n1)N1CCc2sccc2C1	2.2	-2.8	0.5	-2.6	-48.0	-0.2	-8.7	-2.9
O=C(Cn1cc(S(=O)(=O)Cc2ccccc2)c2ccccc21)NCCc1ccccc1	-3.8	-1.9	0.0	-18.5	19.3	-19.3	17.1	-98.2
Cc1nn(C)cc1S(=O)(=O)N1CCC(O)(CN2CCCC2)C1 (stereo not drawn)	2.8	3.2	4.3	15.9	-10.7	12.1	5.6	22.1
Cc1sc(NC(=O)CN2CCc3ccccc3C2)nc1-c1ccc2c(c1)CCN2C(=O)CC(C)(C)C	-2.5	-5.6	-11.4	-10.0	13.8	-3.6	-12.1	-34.1
O=C(OC1CSc2nc3ccccc3n2C1)c1ccc([N+](=O)[O-])o1 (stereo not drawn)	40.3*	11.2	-38.3	4.6	63.8*	-2.0	95.9*	-61.7
C[C@H](Cc1cc2c(cc1O)OCO2)[C@@H](C)Cc1cc2c(cc1O)OCO2	84.0*	24.7	19.5	92.7*	64.4*	96.9*	100.4*	92.5*
O=C1CN(S(=O)(=O)c2cccc(C(=O)Nc3ccc4oc5ccccc5c4c3)c2)CCN1	-9.2	-3.0	-2.3	-3.8	4.0	-6.9	-11.3	-95.1
CCN(CC)C(=O)[C@@]1(c2ccc(F)cc2)C[C@H]1COc1ccccc1	4.0	3.2	2.0	20.5	13.4	19.6	20.9	20.8
